High-throughput results as filed in PubChem BioAssay.
SDO1 yeast rescue = restores growth of sdo1-depleted yeast. 0.21% of 140,000 active. S. cerevisiae sdo1-depleted JHY4D growth rescue, OD600 30 h; hits give high values; pdr5 snq2 efflux-pump mutant strain. z-score at 10 µM;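 active means z-score above 3 at both the 24 hr and the 30 hr optical density reads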;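 further: z-score against mean and SD of all compound wells on the same plate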
INS promoter inh = TRM-6 insulin promoter activity inhibition; 0.9% of 130,000 active; TRM-6 cells (human fetal islet line), insulin promoter-eGFP reporter, imaging; reporter expression induced with tamoxifen; inhibition, % at 2 µM;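 active means inhibition above the mean plus 3 SD, with well images judged a real hit on visual review, cut at about 60% in these data, passing the limit was not always enough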
SDO1 yeast rescue Rescue 24 h = recorded beside SDO1 yeast rescue, whose call it bears; z-score; S. cerevisiae sdo1-depleted JHY4D growth rescue, OD600; measured here: growth rescue at 24 h;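 0 is the plate mean of compound wells and units are plate SD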
Numbers without * were called inactive; . = no result given. This is a subset, so the mix of outcomes need not match the whole.

SMILES	SDO1 yeast rescue	SDO1 yeast rescue Rescue 24 h	INS promoter inh
Cc1ccc(Cn2nc(C)c(NC(=O)CCCn3nc([N+](=O)[O-])c(Cl)c3C)c2C)cc1	0.58	-0.09	-20
Cc1cc(C(=O)CSc2nnnn2-c2ccc(Cl)cc2)c(C)n1CC1CCCO1 (configuration not stated)	-1.3	-0.28	.
Cc1cc(NC(=O)c2cncc(Br)c2)no1	2.5	4.4	-8
C=CCSc1nc2ccccc2n1S(=O)(=O)c1ccc(Cl)cc1	-0.49	-0.3	72
COCCSc1nnc(NC(=O)C2CC(=O)N(c3ccc(Cl)cc3)C2)s1 (configuration not stated)	.	.	31
COc1ccc(N=C2SC(CC(=O)Nc3cccc(Cl)c3)C(=O)N2Cc2ccco2)cc1 (configuration not stated)	-0.79	0.03	-81
O=C(CCSc1nc(-c2ccco2)cc(C(F)(F)F)n1)Nc1ccc2c(c1)OCO2	-1.5	-1	6
OC(C#CCN1CCCCC1)c1ccccc1 (configuration not stated)	2.1	1.8	22
Oc1sc(C=Nc2ccc(F)cc2)c2ccccc12	-1.4	-0.51	-21
COc1ccc2c(c1)C1NC(=S)NC(C)(O2)C1C(=O)Nc1ccc(C)cc1C (configuration not stated)	0.53	0.33	-10
CC1=CC(C)(C)NC(=S)N1c1cc(C)cc(C)c1	.	.	-27
CCn1c2c(c3cc(Cl)ccc31)CCCC2=O	-1.7	-1.2	.
c1ccc(-c2ccc(OCCCn3cncn3)cc2)cc1	-2.5	-1.3	-40
Cc1cc(N2CCN(c3ccccc3)CC2)nc(NCc2ccccc2)n1	-1.7	-0.52	7
CCN1CCN(CCNC(=O)c2ccc(/C=C3/Sc4ccccc4N(Cc4ccccc4C)C3=O)cc2)CC1	.	.	-29
COc1cccc(C2=NO[C@@H]3C(=O)N(Cc4ccccc4)C(=O)[C@H]23)c1OC	0.01	0.2	20
CCOC(=O)c1sc2ncn(/N=C/c3cccnc3)c(=O)c2c1C	0.5	0.37	-53
O=C(O)/C(=C\c1ccc(-c2ccc(F)cc2)o1)c1ccccc1	.	.	17
CCOC(=O)/C=C/C(=O)Nc1ccc(S(=O)(=O)N2CCCCCC2)cc1	.	.	0
Cc1cc(=O)[nH]c(SCC(=O)Nc2ccc(S(N)(=O)=O)cc2)n1	.	.	-7
O=C(c1ccc(F)cc1)N1CCN(C2CC3CCC2C3)CC1 (configuration not stated)	0.01	-0.58	.
COC(=O)C(O)(CC(=O)Nc1ccc(OC(F)(F)F)cc1)C(F)(F)F (configuration not stated)	1	-0.53	-370
CCCCCc1ccc(-c2ccc(C(=O)O)cc2)nc1	-1.1	-0.97	-356
CC1CCCC(NC(=O)CSc2nnnn2C)C1C (configuration not stated)	-0.88	-1.5	.
CCSc1nnc(NC(=O)CSc2ncccn2)s1	0.83	0.91	-73
COc1ccc(NC(=O)c2cccnc2N2CCCC2)cc1	0.11	-0.15	41
Brc1ccc(-c2cn3c(n2)CCc2ccc4cccnc4c2-3)cc1	-1	-0.54	-8
CC(C(=O)N1CCOCC1)N1c2cccc3cccc(c23)S1(=O)=O (configuration not stated)	-0.72	-0.55	-18
C/C(CC(=O)Nc1ccc(Cl)c(C(F)(F)F)c1)=N\NC(=O)c1ccccc1O	1.1	2	-59
O=C(COC(=O)CNC(=O)c1ccc(Cl)cc1)Nc1ncc(C(F)(F)F)cc1Cl	-0.14	-0.32	.
CCOc1ncccc1C(=O)OCC(=O)Nc1ccc(C)c(S(=O)(=O)N2CCOCC2)c1	0.29	0.17	.
Cc1cc(C)cc(N(C(C)C(=O)N2CCOCC2)S(C)(=O)=O)c1 (configuration not stated)	.	.	-55
COc1ccc(NC(=O)c2[nH]c(C)c(C(C)=O)c2C)cc1S(=O)(=O)N1CCOCC1	0.96	0.29	-10
Cc1ccccc1NC(=O)CSc1nc2ccccc2o1	-0.32	-0.59	27
CC(=NCC1CCNCC1)C1=C(O)CC(C)(C)CC1=O	0.63	1.2	.
Cc1cc(NS(=O)(=O)c2ccc(NC(=O)CCCOc3ccc(Cl)cc3)cc2)no1	0.47	-0.52	-127
CCOC(=O)c1sc(=S)sc1SCc1cccc(C(F)(F)F)c1	-1.5	-0.28	-24
Cn1c(-c2ccc(F)cc2)cnc1NCc1ccc(F)cc1	0.2	0.53	0
COc1ccccc1Cc1noc(C(C)(C)NC(=O)c2ccccc2)n1	-0.64	-0.86	.
CC1(C)CC(=O)C2=C(C1)c1c(ccc3ncccc13)NC2c1cccs1 (configuration not stated)	0.05	-0.49	-40

7 entries out of the list above, sorted by their value in SDO1 yeast rescue, descending.
Compound | SDO1 yeast rescue
C/C(CC(=O)Nc1ccc(Cl)c(C(F)(F)F)c1)=N\NC(=O)c1ccccc1O | 1.1
CC(=NCC1CCNCC1)C1=C(O)CC(C)(C)CC1=O | 0.63
COc1ccc2c(c1)C1NC(=S)NC(C)(O2)C1C(=O)Nc1ccc(C)cc1C (configuration not stated) | 0.53
CCOc1ncccc1C(=O)OCC(=O)Nc1ccc(C)c(S(=O)(=O)N2CCOCC2)c1 | 0.29
CC1(C)CC(=O)C2=C(C1)c1c(ccc3ncccc13)NC2c1cccs1 (configuration not stated) | 0.05
COc1cccc(C2=NO[C@@H]3C(=O)N(Cc4ccccc4)C(=O)[C@H]23)c1OC | 0.01
Cc1cc(N2CCN(c3ccccc3)CC2)nc(NCc2ccccc2)n1 | -1.7

Carrying on:
SMILES	SDO1 yeast rescue	SDO1 yeast rescue Rescue 24 h	INS promoter inh
CC(C)CCNC(=O)NC(=O)COc1c(F)c(F)cc(F)c1F	-0.02	-0.3	5
Cc1ccc(CNc2oc(C)nc2C#N)cc1	0.61	-1.3	59
CCOCCCNC(=S)N1CCCN(c2nc3cc(C)cc(C)c3cc2C#N)CC1	.	.	-33
CCOC(=O)c1ccc(-n2c(N)c(C(=O)NCC3CCCO3)sc2=S)cc1 (configuration not stated)	0.2	-0.06	26
CCCCN1C(=O)CCC(C(=O)O)C1c1ccccc1 (configuration not stated)	0.34	-0.22	-54
CC(C)c1cc(C(=O)NCCc2ccccc2)no1	.	.	33
Cc1ccc(C(=O)Nc2nc(C(C)(C)C)cs2)s1	-2.3	-1.9	-66
O=C(CCc1ccccc1)NCC(=O)N/N=C/c1ccc2c(c1)OCO2	1.3	0.57	.
O=C(Nc1ccc(Cl)cc1)N(Cc1cccnc1)Cc1ccco1	-0.36	-0.29	11
CC(=O)N1[C@H](Cc2ccccc2)C=C[C@]1(C)C(=O)NCCc1c[nH]c2ccccc12	-0.41	-0.44	-15
O=C(OCC(=O)N1N=C(c2ccc(Cl)cc2)CC1c1ccco1)c1ccccc1O (configuration not stated)	-1.5	-1.4	42
CCNC(=O)NC(=O)C(C)OC(=O)c1oc2ccc(OC)cc2c1C (configuration not stated)	0.05	-0.91	-5
COc1ccc(C(=O)CSc2nnc(C3CC3)n2N)cc1	-0.47	-0.68	-50
CCOC(=O)C1CCCN(CC(=O)Nc2c(C(=O)OC)[nH]c3ccc(Cl)cc23)C1 (configuration not stated)	-2	-1.5	.
CC(=O)Nc1ccc(-c2csc(NC=C3C(=O)OC(C)(C)OC3=O)n2)cc1	.	.	-65
Cc1ccc(-c2n[nH]c(=S)n2C)cc1	-0.37	-1.1	14
Cc1ccc(O)c(-c2cc(-c3cccc(Br)c3)n[nH]2)c1	.	.	54
Cc1cc(C(=O)OCn2nnc3ccccc3c2=O)c(C)n1-c1ccccc1	-0.78	-0.77	-6
O=C(Nc1ccc(Br)cc1Cl)Nn1cnnc1	-0.06	-0.32	63
O=C(CCNC(=O)c1ccc([N+](=O)[O-])cc1)Nc1nccs1	.	.	-15
Cc1ccc(-c2nnn(CC(=O)N(c3ccccc3F)C(C(=O)NCC3CCCO3)c3c[nH]c4ccccc34)n2)cc1 (configuration not stated)	0.05	-0.55	-77
C/C(=N\NC(=O)c1ccc(Cl)c(Cl)c1)c1cccc(NC(=O)C(C)C)c1	0.16	0.2	.
O=C(O)c1cc(Cl)c(Cl)cc1C(=O)Nc1cccc2ncccc12	0.74	-0.5	33
Nc1nc(C2CCCN2S(=O)(=O)c2ccc(Cl)cc2)cs1 (configuration not stated)	-0.2	-0.75	.
CCCN(CCC)S(=O)(=O)c1ccc(C(=O)N2CCOCC2)cc1	0.44	0.45	.
CCc1ccc(/C(C)=N\Nc2ccc([N+](=O)[O-])cc2)cc1	-0.06	0.18	-63
Cc1cccn2c(=O)c3cc(C#N)c(=N)n(Cc4ccncc4)c3nc12	-0.21	-0.42	34
Cn1cnnc1SCC(=O)Nc1ccccc1Sc1ccccc1	0.34	0.39	.
Cc1[nH]n(-c2ccccc2)c(=O)c1/C=N/N1C(=O)c2ccc3c4c(ccc(c24)C1=O)CC3	1.3	-0.5	9
Cc1c(Cl)c([N+](=O)[O-])nn1CC(=O)Nc1c(C)n(C)n(-c2ccccc2)c1=O	0.02	-0.32	-49
Cc1cc(OC(=O)CNC(=O)OC(C)(C)C)c2c(C)cc(=O)oc2c1	-0.24	-0.64	.
NC(=O)CSc1nnc(Cn2c(=O)sc3ccccc32)n1-c1ccccc1	-0.54	-0.35	.
COc1ccc(-c2cc(C#N)nc(N3CCN(C)CC3)n2)cc1	1.2	0.55	50
CC(C)CCNC(=O)CN(CCN1CCOCC1)C(=O)Cn1nnc(-c2ccc(F)cc2)n1	0.88	0.66	12
COc1ccccc1N1CCN(C(=O)CSc2nnc(NC(=O)C3CCC3)s2)CC1	-0.22	-0.61	-71
COCCn1c(-c2ccc(OC(F)(F)C(F)C(F)(F)F)cc2)nc2c1c(=O)[nH]c(=O)n2CC(C)C (configuration not stated)	-0.24	-0.66	-12
O=C(Nc1ccc(F)cc1)Nc1ccccc1NS(=O)(=O)c1cccs1	-0.19	-1	.
COc1ccc(NC(=O)c2ccc(S(=O)(=O)N(C)C)cc2)cc1OC	0.6	0.78	38
CCCNC(=O)COC(=O)c1ccc(Cl)c(S(=O)(=O)N2CCCC2)c1	0.25	0.02	26
Cc1ccc(S(=O)(=O)NCCC(=O)Nc2nnc(C3CC3)s2)cc1C	-0.23	-0.75	.

Molecules from the list above with a nitro group on carbon:
SMILES	SDO1 yeast rescue	SDO1 yeast rescue Rescue 24 h	INS promoter inh
Cc1ccc(Cn2nc(C)c(NC(=O)CCCn3nc([N+](=O)[O-])c(Cl)c3C)c2C)cc1	0.58	-0.09	-20
O=C(CCNC(=O)c1ccc([N+](=O)[O-])cc1)Nc1nccs1	.	.	-15
CCc1ccc(/C(C)=N\Nc2ccc([N+](=O)[O-])cc2)cc1	-0.06	0.18	-63
Cc1c(Cl)c([N+](=O)[O-])nn1CC(=O)Nc1c(C)n(C)n(-c2ccccc2)c1=O	0.02	-0.32	-49

(further entries)
SMILES	SDO1 yeast rescue	SDO1 yeast rescue Rescue 24 h	INS promoter inh
CC(OC(=O)/C=C/c1ccco1)C(=O)Nc1cccc([N+](=O)[O-])c1 (configuration not stated)	0.64	0.54	.
COc1ccccc1CN1C(=O)C2CC=CCC2C1=O (configuration not stated)	-0.01	-1	-80
CC[N+](C)(C)CCN(Cc1ccc(Cl)cc1)c1ccccn1	0	-0.46	-57
Cc1cccc(NC(NC(=O)c2ccccn2)C(Cl)(Cl)Cl)c1 (configuration not stated)	0.54	0.13	-264
Cc1ccc(S(=O)(=O)NC(=O)COc2ccccc2C)cc1	0.76	0.36	81*
CCOC(=O)c1c(C(=O)OCC)c(C)n(Cc2cc(OC)c(OC)c(OC)c2)c1C	-0.4	0.4	-214
Cc1cc2ncn(/N=C/c3ccc([N+](=O)[O-])o3)c2cc1C	-1.7	-0.3	-30
CC(=O)OCC1=C(C(=O)O)N2C(=O)C(NC(=O)C(C)Cn3cc(Cl)cn3)C2SC1 (configuration not stated)	.	.	36
Cc1onc(-c2ccccc2Cl)c1C(=O)Nc1nnc(-c2ccc(Br)cc2)s1	-0.9	-1.2	.
C=CCN1C(=O)C(CC(=O)Nc2ccc(C)cc2)SC1=Nc1c(C)n(C)n(-c2ccccc2)c1=O (configuration not stated)	1.9	0.52	.
Cc1cc(C)nc(SCc2csc(-c3ccccc3)n2)n1	-1.1	-0.87	-96
CN(C)S(=O)(=O)c1ccc(C(=O)Nc2cccc(C(=O)O)c2)cc1	0.12	0.33	-17
Cc1ccc(C(=O)Nc2ccccc2OC(F)F)cc1	-0.22	0.05	40
CCN(CC)CC#CCOC(=O)C(O)(c1ccccc1)C1CCCCC1 (configuration not stated)	-0.49	-0.22	14
CC(=O)NC(=S)NNC(=O)COc1ccc([N+](=O)[O-])cc1	.	.	-21
O=C1CC(NNc2nc3ccccc3s2)C(=O)N1c1ccccc1 (configuration not stated)	0.43	0.37	.
C=CCSc1nn2c(=O)c3ccccc3nc2s1	-1.3	-1.1	-130
COc1ccc(Cn2c(CCC(=O)Nc3ccc(CC#N)cc3)nc3cccnc32)cc1	-0.21	1.9	29
Cc1cccc(C)c1NC(=O)C1(N2C(=O)CC2c2ccccc2)CCCCC1 (configuration not stated)	-0.11	0.08	-27
COc1cc2nc(/C=C/c3cc(OC)c(OC)c(OC)c3)sc2cc1SC	-0.58	-0.07	.
O=C1C=C(NCc2ccc(Cl)c(Cl)c2)CC1	-0.25	-0.16	-43
CC(=O)C1=C(O)C(=O)N(c2ccc(Br)cn2)C1c1ccccc1F (configuration not stated)	-1.4	-1.4	46
COc1cccc(OCC(=O)NNC(=O)c2cnccn2)c1	1.3	-0.41	57
COc1ccc(CNC(=O)Cn2nc(C(F)(F)F)cc2C)cc1	.	.	-64
O=[N+]([O-])c1cc(-n2cnnn2)ccc1N1CCC(Cc2ccccc2)CC1	-1.7	-0.4	-38
S=c1[nH]nc(Cn2cnc3ccccc32)n1-c1ccccc1	.	.	27
S=C(NCc1ccccc1)Nc1cccc(Cl)c1	-1.2	-0.62	.
CC(=O)NC(CCS(C)(=O)=O)C(=O)Nc1ccccc1 (configuration not stated)	0.82	0.33	.
